# Avidin fluor: green autofluorescence of compounds with avidin beads – biophysical, 488/530 nm, flow cytometry, artefact control, profiling panel | compound fluorescence 488/530 nm; stronger effect = higher value | fluorescence (KMESF) at 10 µM | 220,000 tested, 0.38% active | AID 1775, 2009; in the data active means fluorescence above about 47; further: inactives centre near 10
# ABCG2 block: ABCG2 efflux pump inhibitors, primary screen, multiplex with ABCB1, IgMXP3 cells, flow cytometry; Broad substrate specificity ATP-binding cassette transporter ABCG2 (Homo sapiens), Q9UNQ0; JC-1 efflux; inhibition, % at 6.6 µM; 190,000 tested, 0.1% active; AID 1325, 2008;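 active means inhibition above 80%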;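 further: 0% = DMSO and 100% = nicardipine control wells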
#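 Test system: IgMXP3 (ABCG2) plus far-red-tagged CCRF-Adr (ABCB1) cells / Amount: 3 million cells/mL in well / Reagent: JC-1 transporter substrate / Timing: 10 min compound exposure, 25 °C / Signal: flow cytometry, 530 nm JC-1 signal / Read-out: percent efflux inhibition, scaled nicardipine 100% to DMSO 0% / Benchmarks: nicardipine as high control, DMSO as low control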
# Rac1 act GTP bind: GTP binding modulators of activated mutant Rac1, primary screen, biochemical, bead-based flow cytometry, multiplex, fluorescent GTP; Ras-related C3 botulinum toxin substrate 1 (Homo sapiens), P63000; GST-Rac1 activated beads; actives lie on both sides; 100% means binding = to untreated wells; percent activity (GTP binding), % at 10 µM; 190,000 tested, 0.11% active;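 active means GTP binding at least 20 percentage points away from the 100% baseline, in either direction, so actives lie on both sides; inconclusive means Compound likely fluorescent itself, or too few beads counted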
# Cdc42 wt: modulators of GTP binding to wildtype Cdc42, primary screen, biochemical, multiplex bead flow cytometry, Bodipy-GTP; AID 761, 2007; GST-Cdc42 beads; actives lie on both sides; 190,000 tested, 0.2% active; percent activity (GTP binding), % at 10 µM; Cell division control protein 42 homolog (Homo sapiens), P60953;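 active means percent activity GTP binding at least 20 points away from the 100% baseline, either down as inhibitor or up as activator; inconclusive means compound flagged as likely green fluorescent from well-wide comparison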;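 further: median bead fluorescence of bound Bodipy-FL-GTP at 100 nM; 0% = excess unlabeled GTP control and 100% = no compound control; below 100% means less GTP binding so inhibitor and above means activator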
# Target sequence (P60953 whole entry, looked up): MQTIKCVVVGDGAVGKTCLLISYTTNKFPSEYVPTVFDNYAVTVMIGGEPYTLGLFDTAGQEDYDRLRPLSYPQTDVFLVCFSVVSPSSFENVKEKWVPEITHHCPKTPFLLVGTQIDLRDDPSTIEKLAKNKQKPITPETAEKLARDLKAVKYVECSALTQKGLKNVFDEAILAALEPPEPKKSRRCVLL
# ABCB1 inh: ABCB1 efflux pump inhibitors, primary screen, cell-based, multiplex, flow cytometry, ABCG2 counter-screen. inhibition, % at 6.6 µM. CCRF-Adr cells, JC-1 efflux. 190,000 tested, 0.067% active. ATP-dependent translocase ABCB1 (Homo sapiens), P08183; in the data active means inhibition above about 40%;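 further: 0% = vehicle and 100% = reference inhibitor; higher value means more JC-1 retained so stronger ABCB1 efflux block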
# Rab7 wt modul: modulators of GTP binding to Rab7, primary screen, biochemical, wildtype, multiplex bead flow cytometry; Rab7 GTPase wild type (dog), Bodipy-FL-GTP binding; GST-Rab7 beads, fluorescent GTP binding; actives lie on both sides; untreated = 100%, excess cold GTP = 0%; GTP binding activity (percent of control), % at 10 µM; 190,000 tested, 0.055% active;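 active means fluorescent GTP binding to Rab7 beads changed by at least 20 points from the 100% baseline, either direction, mostly lower; inconclusive means compound itself probably fluorescent, or too few beads counted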;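 further: median green fluorescence of bound Bodipy-FL-GTP per Rab7 bead population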
# HRas wt GTP: modulators of GTP binding to HRas wildtype, primary screen, biochemical, bead-based flow cytometry, multiplex; GTPase HRas (Homo sapiens), P01112; GST-Ras wt beads, Bodipy-FL-GTP binding; actives lie on both sides; GTP binding activity, % at 10 µM; 190,000 tested, 0.14% active; AID 759, 2007;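 active means GTP binding activity at least 20% away from the 100% baseline, either lowered as inhibitor or raised as activator; inconclusive means flagged as likely green fluorescent, judged across all proteins in the well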;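 further: 0% = unlabeled GTP competition control and 100% = no-compound control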
# Target sequence (P01112 whole entry, looked up): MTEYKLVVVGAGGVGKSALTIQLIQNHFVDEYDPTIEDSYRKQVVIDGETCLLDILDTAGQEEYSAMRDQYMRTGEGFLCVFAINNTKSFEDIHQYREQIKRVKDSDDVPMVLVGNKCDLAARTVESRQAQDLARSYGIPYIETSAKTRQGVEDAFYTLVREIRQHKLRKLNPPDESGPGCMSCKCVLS
# Pf gametocyte: late stage P. falciparum gametocyte viability inhibitors, primary screen, ATP luminescence, HTS. P. falciparum stage V gametocytes, 24 h. inhibition, % at 10.9 µM. 150,000 tested, 0.065% active;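 active means inhibition above the mean plus 3 SD of compounds within the control limits, set per campaign, cut at about 38% in these data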;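 further: 0% = DMSO wells and 100% = medium only without gametocytes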
# Mcl1-Noxa inh: Mcl-1/Noxa binding inhibitors, primary screen, biochemical, TR-FRET, 1536-well. inhibition, % at 21.7 µM. TR-FRET Mcl-1/Noxa peptide binding, 2 h. Induced myeloid leukemia cell differentiation protein Mcl-1 (Homo sapiens), Q07820. 220,000 tested, 1.5% active. AID 1022, 2008;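 active means compounds that cut the protein-peptide binding signal by more than 50% relative to plate controls in a single-dose test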;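 further: His-tagged Mcl-1 with rhodamine Noxa BH3 peptide and terbium anti-His antibody; 0% = Mcl-1 plus Noxa peptide wells and 100% = peptide-only wells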
# Target sequence (Q07820 whole entry, looked up): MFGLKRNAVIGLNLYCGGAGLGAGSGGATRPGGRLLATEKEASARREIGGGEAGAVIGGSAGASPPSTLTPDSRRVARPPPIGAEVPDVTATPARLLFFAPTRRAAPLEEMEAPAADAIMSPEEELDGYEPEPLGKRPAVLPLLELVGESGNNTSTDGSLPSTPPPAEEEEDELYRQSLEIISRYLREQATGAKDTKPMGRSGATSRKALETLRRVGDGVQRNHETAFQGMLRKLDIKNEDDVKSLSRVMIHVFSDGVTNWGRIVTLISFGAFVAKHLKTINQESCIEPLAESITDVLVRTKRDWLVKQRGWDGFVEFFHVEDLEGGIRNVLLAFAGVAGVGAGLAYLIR
# Rac1 wt modul: wildtype Rac1 GTP binding modulators, primary screen, biochemical, GST-Rac1 beads, flow cytometry, multiplex; GTP binding activity (% of control), % at 10 µM; AID 757, 2007; fluorescent GTP binding; actives lie on both sides; 0 = cold GTP competed, 100 = untreated; Ras-related C3 botulinum toxin substrate 1 (Homo sapiens), P63000; 190,000 tested, 0.27% active;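 active means GTP binding activity at least 20 points away from the 100% control level, either lower or higher; inconclusive means compound flagged as likely green fluorescent, judged across all proteins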
# Rab2A wt mod: modulators of GTP binding to Rab2A wildtype, primary screen, biochemical, dog, bead-based flow cytometry, multiplex; Ras-related protein Rab-2A (Canis lupus familiaris), P61105; 190,000 tested, 0.19% active; GST-Rab2 wt beads, Bodipy-GTP binding; GTP binding activity, % at 10 µM;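 active means GTP binding activity at least 20 points away from 100%, either lowered or raised; inconclusive means signal likely due to the compound's own green fluorescence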;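 further: 0% = beads with excess unlabeled GTP and 100% = no-compound control corrected for plate trend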
# Starred values were filed as active, the others as inactive; ? = inconclusive; / = not tested or not shown. An unsorted share of the library (roughly 2.3% active in at least one column).
SMILES,Avidin fluor,ABCG2 block,Rac1 act GTP bind,Cdc42 wt,ABCB1 inh,Rab7 wt modul,HRas wt GTP,Pf gametocyte,Mcl1-Noxa inh,Rac1 wt modul,Rab2A wt mod
FC(F)(F)c1ccc(N2CCN(Cc3ccc4c(c3)OCO4)CC2)nc1,30,-3,96,97,-8.1,96,97,-10,-1,99,98
CC(=O)c1ccc(NC(=O)C2CCCN2S(=O)(=O)c2ccc(C)cc2)cc1 (centres undefined),24,7,99,102,1.3,99,101,/,8,105,99
CC(C)CNC(=O)c1cccc(NC(=O)c2ccc(Cl)c([N+](=O)[O-])c2)c1,1,7,99,95,0.9,99,99,17,5,102,99
COc1cc([N+](=O)[O-])ccc1NC(=O)CCCOc1ccccc1,16,1,94,97,0.2,102,100,/,-5,97,99
O=C1NC(=Nc2ccccc2)S/C1=C\c1cccn1-c1ccccc1,4,2,97,98,0.3,98,97,/,-1,100,97
Cc1cc(C)c(S(=O)(=O)NCCOc2ccccc2)c(C)c1-n1cnnn1,8,1,97,95,1.6,101,97,5,24,98,97
O=c1cc(O)c2ccc(O)cc2o1,5,0,95,94,-0.7,101,95,/,-15,95,97
CC12CCC(C(=O)NNc3ccc([N+](=O)[O-])cc3)(CC1=O)C2(C)C (centres undefined),6,4,100,98,0.8,95,97,-35,4,104,100
Cc1ccnc(NS(=O)(=O)c2ccc(NC(=O)CSc3nc(-c4ccccc4)cc(=O)[nH]3)cc2)n1,6,1,85,88,0.4,97,91,2,20,90,86
O=C(Nc1ccc2c(c1)OCO2)c1ccc(Br)c(S(=O)(=O)N2CCCC2)c1,25,34,98,96,2.1,94,95,/,9,95,93
COc1ccc(C(=O)NCc2ccccc2)cc1S(=O)(=O)N1CCCc2ccccc21,12,4,99,102,1.0,98,101,-10,4,98,102
O=C(CSc1nnc(CNC(=O)c2ccccc2F)o1)c1ccccc1,12,1,101,105,0.1,97,107,/,11,104,106
CN(C)S(=O)(=O)c1cccc(C(=O)N2CCN(Cc3ccccc3)CC2)c1,9,1,99,100,0.3,105,101,/,14,101,101
COc1ccc(OC)c(NS(=O)(=O)c2cc(OC)ccc2OC)c1,13,6,94,96,1.3,97,98,/,1,98,96
COc1ccc(C(=O)Nc2ccc(C)cc2C(=O)c2ccccc2)c(OC)c1,9,8,101,99,1.0,99,99,-19,22,105,100
CCN(CC)S(=O)(=O)c1ccc2nc(COC(=O)c3n[nH]c4ccccc34)[nH]c2c1,11,4,93,96,1.0,91,93,-5,/,93,92
O=C(O)c1ccc(-n2cccc2)cc1O,35,1,98,99,-0.5,102,99,6,34,97,100
Cc1ccc2c(Cn3cc(C(F)(F)F)cc(Cl)c3=O)cc(=O)oc2c1,14,-2,101,103,0.4,97,101,10,-4,102,102
COC(=O)c1ccc2c(=O)n(CCCCCC(=O)NCc3ccccc3)c(=O)[nH]c2c1,6,9,101,103,-0.3,104,104,-8,8,107,105
C/C(=N\NC(=O)Cn1nnc2ccccc21)c1ccco1,9,4,94,94,0.6,92,95,3,21,93,94
Cc1c(C(=O)O)oc2ccc(S(=O)(=O)N3CCC(C)CC3)cc12,13,-2,95,97,-0.7,94,97,1,8,97,97
COc1cc(-c2nnn(CC(=O)NC3CCS(=O)(=O)C3)n2)ccc1OCc1ccccc1 (centres undefined),7,0,97,99,-0.1,96,98,-2,11,99,97
COc1ccc2nc3sc(C(=O)NCCCN4CCc5ccccc5C4)cc3cc2c1,13,2,95,99,0.1,98,93,6,46,94,91
CCN1CCCC1CNC(=O)C(=O)NC(C)C (centres undefined),11,1,97,98,0.1,98,97,-13,14,97,97
COc1ccc2nc(N(CCN(C)C)C(=O)/C=C/c3cccs3)sc2c1,11,60,96,97,9.8,104,99,-9,12,102,94
COC(=O)c1cc(Br)c(=O)n(Cc2ccc(OC)c(OC)c2)c1,27,14,96,98,3.4,98,97,/,-10,99,97
Cc1ccc(CNC(=O)COc2ccc(C(=O)c3ccc(F)cc3)cc2)cc1,12,1,92,91,0.2,92,94,-8,-4,94,91
CC1=N/C(=C/c2cccnc2)C(=O)O1,12,2,95,99,0.2,100,100,/,21,99,102
COc1cccc2c1OCC(C(=O)OCc1cccnc1)=C2,12,20,95,100,0.3,104,99,3,15,102,102
CCN(c1cccc(C)c1)c1ncnc2nc[nH]c12,6,0,98,100,0.3,102,101,/,4,102,101
COC(=O)c1c(NC(=O)C(C)C)sc2c1C(C(=O)OC)CC2 (centres undefined),24,2,96,101,0.5,100,100,/,-3,102,99
COc1ccc(C(=O)Nc2cccc(C(=O)N3CCCC3)c2)cc1,7,5,101,104,1.1,96,99,3,19,104,101
Cc1nc2ccccn2c1C(=O)NCc1ccc2c(c1)OCO2,6,2,97,99,0.4,96,97,/,-8,98,97
O=C1CC(c2ccccc2)C(C(=O)Nc2ccccc2F)N1 (centres undefined),3,15,98,98,0.4,96,99,/,8,104,98
O=C(C1CCN(C2CC(=O)N(c3ccc(F)cc3)C2=O)CC1)N1CCOCC1 (centres undefined),16,0,99,103,0.0,102,101,7,12,105,101
O=C(NCCc1c[nH]c2ccccc12)/C(=C/c1cccnc1)NC(=O)c1ccco1,9,1,94,96,0.1,98,97,0,12,98,96
CCc1ccc(C(=O)COC(=O)C(CCSC)NC(=O)C23CC4CC(CC(C4)C2)C3)cc1 (centres undefined),12,-1,104,108,4.1,102,103,8,13,108,101
CCOC(=O)c1cc([N+](=O)[O-])sc1NC(=O)CC,9,20,94,101,1.7,96,95,-5,0,94,94
COc1ccc(N(CC(=O)NC2CCCC2)C(=O)Cn2nnc(-c3ccc(C)cc3)n2)cc1OC,5,0,98,100,0.0,98,99,3,-5,101,98
O=C(Nc1nnc(-c2ccccc2SCc2ccccc2)s1)Nc1ccccc1F,18,0,98,100,-0.2,95,100,/,18,101,98
O=C(CSc1ncccn1)NC1CCCc2ccccc21 (centres undefined),20,2,100,99,0.4,107,101,-9,-5,102,100
c1ccc(Cc2nn3c(Cn4cnc5ccccc54)nnc3s2)cc1,14,2,99,102,1.2,100,103,/,16,102,102
CN(C)c1ccc(C(c2nnnn2C(C)(C)C)N2CCc3ccccc3C2)cc1 (centres undefined),22,0,101,104,0.0,104,104,/,68*,108,102
O=C(/C=C/c1ccc(Cl)cc1)N1CCN(c2ccc([N+](=O)[O-])c(N3CCOCC3)c2)CC1,11,43,98,98,6.6,98,100,-12,1,102,99
CC(=O)N(C(C)=O)n1c(/C=C/c2cccc([N+](=O)[O-])c2)nc2ccccc2c1=O,13,8,94,98,0.4,105,97,-11,-10,101,98
CCOC(=O)c1cc2sccc2n1Cc1ccccc1,4,1,98,101,0.3,101,101,-15,21,103,102
O=C1/C(=C\c2ccc(-c3ccccc3[N+](=O)[O-])o2)C(c2ccccc2)=NN1c1ccccc1,-3,-6,?,?,-2.2,?,?,/,6,?,?
CC(C)(/C=N/O)/[N+]([O-])=C/c1ccco1,12,5,94,100,1.1,102,100,-5,-16,99,99
CCOc1cc(N2CCOCC2)c(OCC)cc1NC(=O)Cc1cccc(OC)c1,37,3,101,103,0.6,100,101,-1,-4,103,101
CCc1ccc(N(C(=O)CNC(=O)c2cccs2)C(C(=O)NC(C)(C)C)c2cc(OC)c(OC)c(OC)c2)cc1 (centres undefined),8,1,99,103,0.2,100,103,1,5,101,100
CCOC(=O)c1c[nH]c2c(C)ccc(Cl)c2c1=O,12,26,?,?,1.1,?,?,/,15,?,?
COc1ccccc1C(=O)Nc1ccc(C(=O)c2ccccc2)cc1,12,9,92,96,0.6,94,93,9,-12,95,93
CCOc1ccccc1NC(=O)c1nc[nH]c1C(=O)Nc1ccccc1OCC,10,5,91,94,1.2,81,86,/,/,87,85
COc1ccccc1S(=O)(=O)CC(O)COc1ccc(F)cc1Cl (centres undefined),6,2,94,98,0.5,95,99,-30,14,99,95
CCCC(=O)Nc1nc(-c2ccc(Cl)s2)cs1,8,1,97,95,-0.2,104,96,21,11,96,99
Cc1nc(NCCc2cnc[nH]2)c2oc3ccccc3c2n1,24,3,99,103,0.7,101,99,30,/,106,100
CCCCn1nnc(NC(=O)c2ccc(-c3ccccc3[N+](=O)[O-])o2)n1,10,-1,93,93,-0.3,95,94,-1,2,92,95
Cc1ccc(NC(=O)C2C(C(=O)O)C3C=CC2C32CC2)cc1 (centres undefined),1,2,101,101,0.8,99,99,7,-9,102,99
CCS(=O)(=O)N1CCC(C(=O)NCc2ccc(OC)cc2OC)CC1,9,1,95,95,0.3,107,98,18,10,97,98
CCCN(CC(=O)Nc1ccc(C(N)=O)cc1)CC(=O)Nc1ccccc1C,13,-1,96,99,0.0,95,96,3,19,99,96

# (listing goes on)
SMILES,Avidin fluor,ABCG2 block,Rac1 act GTP bind,Cdc42 wt,ABCB1 inh,Rab7 wt modul,HRas wt GTP,Pf gametocyte,Mcl1-Noxa inh,Rac1 wt modul,Rab2A wt mod
Cc1c(C(=O)N/N=C/c2cccnc2)sc(=S)n1C,14,-4,102,103,-0.9,102,103,11,24,107,100
Clc1ccc(SCc2cn3ccsc3n2)cc1,29,9,98,96,1.4,96,96,/,7,99,95
Clc1ccc(Sc2cc(N3CCOCC3)nc(-c3ccccc3)n2)cc1,8,6,100,103,0.5,102,101,/,12,108,102
CCOC(=O)c1c(NC(=O)CSc2nnc(CNc3ccc(C)cc3C)o2)sc(C)c1C,4,10,99,97,1.2,98,98,/,2,98,99
CC(C)n1c(SCC(N)=O)nc2c1c(=O)[nH]c(=O)n2C,10,-1,91,97,-0.1,93,93,-9,/,91,93
Cc1nccc(-c2ccc3c(c2)OCO3)n1,9,7,97,96,0.8,102,97,-19,10,98,97

# Compound activity (PubChem BioAssay)
